# Bioassay records from PubChem.
# Rab7 wt GTP bind – dog Rab7 wildtype GTP binding, inhibitors and activators; AID 758; actives 0.055% (n = 190,000); GTP binding activity (percent of control), % at 10 µM; GST-Rab7 beads, fluorescent GTP binding, flow cytometry; actives lie on both sides; untreated = 100%, excess cold GTP = 0%;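 active means fluorescent GTP binding to Rab7 beads changed by at least 20 points from the 100% baseline, either direction, mostly lower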;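 further: median green fluorescence of bound Bodipy-FL-GTP per Rab7 bead population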
# RGS8-Gao reg – regulators of human RGS8-Galphao interaction. response (percent of control binding), % at 10 µM. multiplexed bead flow cytometry, RGS8-Galphao binding; actives lie on both sides. actives 0.34% (n = 220,000); in the data active means response below about 60% or above about 140%; inactive means in between;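 further: Galphao activated as the GDP aluminium fluoride complex binding bead-coupled RGS8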
# Target sequence (P09471 whole entry, looked up): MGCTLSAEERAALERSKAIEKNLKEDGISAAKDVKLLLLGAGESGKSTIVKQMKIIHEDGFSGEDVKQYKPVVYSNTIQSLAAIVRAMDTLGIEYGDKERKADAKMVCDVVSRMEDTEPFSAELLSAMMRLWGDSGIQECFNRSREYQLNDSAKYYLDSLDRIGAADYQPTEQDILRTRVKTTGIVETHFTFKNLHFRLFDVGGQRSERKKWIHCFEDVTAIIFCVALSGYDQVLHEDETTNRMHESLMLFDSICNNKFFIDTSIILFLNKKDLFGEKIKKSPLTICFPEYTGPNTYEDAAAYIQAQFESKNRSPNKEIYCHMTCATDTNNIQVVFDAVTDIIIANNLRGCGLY
# Rac1 wt modul – human Rac1 wildtype GTP binding, inhibitors and activators. GST-Rac1 beads, fluorescent GTP binding, flow cytometry; actives lie on both sides; 0 = cold GTP competed, 100 = untreated. GTP binding activity (% of control), % at 10 µM. P63000. AID 757. actives 0.27% (n = 190,000);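 active means GTP binding activity at least 20 points away from the 100% control level, either lower or higher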
# Mcl1-Noxa inh – disrupts binding of human Mcl-1 to Noxa peptide; Q07820; TR-FRET Mcl-1/Noxa peptide binding, 2 h; inhibition, % at 21.7 µM; actives 1.5% (n = 220,000);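 active means compounds that cut the protein-peptide binding signal by more than 50% relative to plate controls in a single-dose test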;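 further: His-tagged Mcl-1 with rhodamine Noxa BH3 peptide and terbium anti-His antibody; 0% = Mcl-1 plus Noxa peptide wells and 100% = peptide-only wells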
# Target sequence (Q07820 whole entry, looked up): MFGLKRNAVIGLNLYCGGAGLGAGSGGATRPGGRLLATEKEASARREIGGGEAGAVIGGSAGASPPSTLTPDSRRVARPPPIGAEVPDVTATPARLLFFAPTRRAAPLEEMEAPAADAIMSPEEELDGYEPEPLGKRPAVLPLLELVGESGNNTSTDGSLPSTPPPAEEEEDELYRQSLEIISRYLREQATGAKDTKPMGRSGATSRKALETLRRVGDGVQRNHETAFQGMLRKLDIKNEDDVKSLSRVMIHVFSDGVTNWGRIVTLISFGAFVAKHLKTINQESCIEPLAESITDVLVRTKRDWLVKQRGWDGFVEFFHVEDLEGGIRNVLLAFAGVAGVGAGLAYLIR
# Mcl1-Bid inh – Mcl-1/Bid interaction inhibition; AID 1021; actives 0.97% (n = 220,000); inhibition, % at 21.7 µM; Q07820; TR-FRET Mcl-1/Bid-Dy647 peptide binding, 1536-well;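 active means compounds that cut the binding signal by more than half at the single screening dose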;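 further: His-tagged Mcl-1 with europium anti-His antibody binding Bid BH3 peptide; 0% = Mcl-1 plus peptide wells and 100% = peptide-only wells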
# Bim-Mcl-1 – human Bim-Mcl-1 interaction inhibition | Bead-based flow cytometry, Bim peptide-Mcl-1 binding | inhibition, % at 10 µM | actives 0.1% (n = 190,000); in the data active means inhibition above about 40%;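 further: 0% = no compound tracer wells and 100% = peptide blocker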
# Rac1 mut GTP – modulators of GTP binding to human Rac1 activated mutant; P63000; GST-Rac1 activated beads, fluorescent GTP binding, flow cytometry; actives lie on both sides; 100% means binding = to untreated wells; percent activity (GTP binding), % at 10 µM; actives 0.11% (n = 190,000); AID 764;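 active means GTP binding at least 20 percentage points away from the 100% baseline, in either direction, so actives lie on both sides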
# Pf gametocyte – P. falciparum stage V gametocyte viability inhibition; P. falciparum stage V gametocytes, ATP luminescence, 24 h; AID 743093; actives 0.065% (n = 150,000); inhibition, % at 10.9 µM;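 active means inhibition above the mean plus 3 SD of compounds within the control limits, set per campaign, cut at about 38% in these data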;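 further: 0% = DMSO wells and 100% = medium only without gametocytes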
# HRas wt GTP bind – human HRas wildtype GTP binding, change in either direction | GTP binding activity, % at 10 µM | GST-Ras wt beads, Bodipy-FL-GTP binding, flow cytometry; actives lie on both sides | actives 0.14% (n = 190,000);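 active means GTP binding activity at least 20% away from the 100% baseline, either lowered as inhibitor or raised as activator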;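 further: 0% = unlabeled GTP competition control and 100% = no-compound control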
# Target sequence (P01112 whole entry, looked up): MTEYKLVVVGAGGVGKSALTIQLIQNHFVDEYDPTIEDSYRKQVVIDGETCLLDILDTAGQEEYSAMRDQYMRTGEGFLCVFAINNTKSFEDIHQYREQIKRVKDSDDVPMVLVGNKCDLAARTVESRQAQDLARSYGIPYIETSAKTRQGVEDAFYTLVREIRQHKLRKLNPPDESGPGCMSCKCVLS
# Cdc42 wt GTP – changes GTP binding to wildtype human Cdc42; actives 0.2% (n = 190,000); percent activity (GTP binding), % at 10 µM; AID 761; GST-Cdc42 beads, Bodipy-GTP binding, flow cytometry; actives lie on both sides; P60953;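 active means percent activity GTP binding at least 20 points away from the 100% baseline, either down as inhibitor or up as activator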;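 further: median bead fluorescence of bound Bodipy-FL-GTP at 100 nM; 0% = excess unlabeled GTP control and 100% = no compound control; below 100% means less GTP binding so inhibitor and above means activator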
# Target sequence (P60953 whole entry, looked up): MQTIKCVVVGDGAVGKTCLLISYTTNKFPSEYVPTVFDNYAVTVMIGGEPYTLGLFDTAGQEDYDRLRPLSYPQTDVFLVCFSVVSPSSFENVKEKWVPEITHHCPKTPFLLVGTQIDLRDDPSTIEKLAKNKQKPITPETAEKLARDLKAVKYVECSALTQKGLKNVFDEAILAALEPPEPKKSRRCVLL
# Rab2 wt GTP – changes GTP binding to wildtype dog Rab2A, up or down; P61105; GST-Rab2 wt beads, Bodipy-GTP binding, flow cytometry; GTP binding activity, % at 10 µM; actives 0.19% (n = 190,000); AID 760;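 active means GTP binding activity at least 20 points away from 100%, either lowered or raised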;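 further: 0% = beads with excess unlabeled GTP and 100% = no-compound control corrected for plate trend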
# An asterisk follows results filed as active; x = no result given.
nr	Structure	Rab7 wt GTP bind	RGS8-Gao reg	Rac1 wt modul	Mcl1-Noxa inh	Mcl1-Bid inh	Bim-Mcl-1	Rac1 mut GTP	Pf gametocyte	HRas wt GTP bind	Cdc42 wt GTP	Rab2 wt GTP
1	NC(=O)c1ccsc1NC(=O)CSc1nnc(Nc2ccccc2)s1	107	100	98	69*	-37	0	95	9	98	94	100
2	O=c1[nH]c(=O)c2nc(-c3ccc(Cl)cc3)cnc2[nH]1	102	102	92	19	-6	0	92	x	93	90	92
3	Cc1ccc2sc(NNC(=O)c3cc(=O)c4ccccc4o3)nc2c1C	100	99	83	66*	-25	1	77*	x	85	81	85
4	CC1Cc2ccccc2N1C(=O)COC(=O)C1=COCCO1 (stereo not given)	94	102	96	15	6	-1	97	x	99	100	99
5	CC(C)(C)n1nc2c(c1NC(=O)COc1ccc3ccccc3c1)CS(=O)C2 (stereo not given)	100	99	106	-6	-15	0	100	x	103	105	101
6	Cc1cccc(C)c1NC(=O)C/C(N)=N/O	97	100	100	14	-12	0	100	-12	103	104	104
7	CC(=O)Nc1cccc(C(=O)/C=C/c2cccs2)c1	96	86	102	22	-23	2	100	x	100	99	100
8	OCn1ncn(-c2ccccc2)c1=S	94	78	96	-8	-13	0	96	8	97	98	96
9	COc1ccccc1CCNC(=O)c1csc2c1CCCC2	107	99	99	7	-36	-1	98	-12	97	99	101
10	CCc1nnc(NC(=O)c2ccc(S(=O)(=O)N3CCCc4ccccc43)cc2)o1	99	100	104	-99	-41	0	98	x	100	99	100
11	Cc1cc(NC(=O)c2ccc(C)s2)n(-c2nc3ccccc3[nH]2)n1	99	12*	99	5	-111	-4	99	4	99	97	94
12	CC(C)CN1C(=O)NC(NS(=O)(=O)c2ccc(N)cc2)(C(F)(F)F)C1=O (stereo not given)	98	104	101	-2	-40	-5	99	x	98	98	98

# Further entries:
nr	Structure	Rab7 wt GTP bind	RGS8-Gao reg	Rac1 wt modul	Mcl1-Noxa inh	Mcl1-Bid inh	Bim-Mcl-1	Rac1 mut GTP	Pf gametocyte	HRas wt GTP bind	Cdc42 wt GTP	Rab2 wt GTP
13	O=C(CCOc1ccccc1)NCc1ccccc1	103	99	106	5	-10	-1	100	x	102	102	100
14	O=C(COn1nnc2ccc(S(=O)(=O)N3CCOCC3)cc21)Nc1c(F)c(F)c(F)c(F)c1F	94	105	94	8	-24	0	96	x	93	95	96
15	CC(=O)N1CCc2cc(S(=O)(=O)NC(CC(C)C)C(=O)Nc3ccc4c(c3)OCCO4)ccc21 (stereo not given)	98	102	107	-11	-24	1	102	-31	102	103	103
16	O=C(CN1C(=O)C2CC=CCC2C1=O)Nc1nnc(SCc2c(Cl)cccc2Cl)s1 (stereo not given)	96	99	99	6	-19	3	98	x	98	99	98
17	CC(=O)N1CCN(C(=O)c2ccc(-n3c(C)ccc3C)cc2)CC1	98	92	102	-11	-21	3	97	x	100	102	101
18	CC(C)Cc1ccc(C#N)c(SCC(N)=O)n1	99	104	103	6	0	-1	101	13	100	102	100
19	NC(=O)C1=C[C@@H](c2ccc(C(F)(F)F)cc2)C[C@@H](OCCCCO)O1	97	102	99	4	-1	-2	95	x	96	99	97
20	Cc1ccc(NC(=O)C(=O)NCCN2CCN(S(C)(=O)=O)CC2)cc1	109	105	94	7	-31	0	93	-7	96	95	100
21	O=C(NCCc1cccs1)C1CC(c2cccc([N+](=O)[O-])c2)=NO1 (stereo not given)	97	99	98	20	-17	2	97	-38	99	100	99
22	COc1ccc2c(c1)c(=O)cc(C)n2CC(=O)NCc1ccco1	101	102	100	21	-6	-2	96	19	100	96	101
23	CCn1c(SCC(=O)Nc2nc(-c3ccccc3)cs2)nc2c1c(=O)n(C)c(=O)n2C	97	102	97	-77	36	-6	98	-2	97	94	96
24	Cc1cc(C(=O)COC(=O)c2ccccc2O)c(C)n1Cc1cccs1	94	99	98	5	-35	4	97	16	99	98	95

# (next part)
nr	Structure	Rab7 wt GTP bind	RGS8-Gao reg	Rac1 wt modul	Mcl1-Noxa inh	Mcl1-Bid inh	Bim-Mcl-1	Rac1 mut GTP	Pf gametocyte	HRas wt GTP bind	Cdc42 wt GTP	Rab2 wt GTP
25	O=C(c1ccc(S(=O)(=O)c2cccc(Cl)c2)c([N+](=O)[O-])c1)N1CCN(c2ccccn2)CC1	105	102	97	-2	-3	-3	89	x	97	93	94
26	O=C(CCN1CCCCC1)NNC(=S)NC(=O)c1ccc(Br)cc1	102	105	103	-14	-60	-6	98	-18	100	96	97
27	O=S(=O)(Cc1ccccc1)NCc1cccnc1	93	90	96	3	-14	-4	97	x	96	98	96
28	COc1ccc(S(=O)(=O)N2CCCC(C(=O)NCc3ccncc3)C2)cc1 (stereo not given)	99	99	101	2	7	-1	99	-20	102	100	102
29	O=C(CS(=O)(=O)Cc1ccccc1)Nc1nc2ccccc2s1	99	104	100	7	-21	-1	95	-7	97	97	97
30	O=C1Nc2ccccc2/C1=N/N=C/c1ccc(-c2ccc([N+](=O)[O-])cc2)o1	93	99	88	80*	89*	10	91	-11	93	91	92
31	CCOC(=O)c1c(N)sc2c1CCC(C)C2 (stereo not given)	96	99	99	24	-21	0	95	-1	98	99	97
32	Cc1cc(/C=N/NC(=O)C(O)(c2ccccc2)c2ccccc2)c(C)n1-c1ccccc1	102	100	104	14	-14	-1	97	8	100	101	98
33	Cc1ccc(C2CCN(C(=S)Nc3cccc(Cl)c3)C2)cc1 (stereo not given)	101	98	95	4	-40	1	90	3	94	94	95
34	Fc1ccc(CSc2ncnc3sc4c(c23)CCCC4)cc1	97	103	101	4	-26	-2	96	10	99	98	98
35	COc1ccc(/C(O)=C2/C(=O)C(=O)N(Cc3cccnc3)C2c2ccco2)cc1OC (stereo not given)	101	112	99	4	-95	-6	98	x	97	97	99
36	CCCS(=O)(=O)Nc1c(C(=O)O)[nH]c2ccccc12	100	102	99	6	-9	-2	97	x	100	100	96

# Continued:
nr	Structure	Rab7 wt GTP bind	RGS8-Gao reg	Rac1 wt modul	Mcl1-Noxa inh	Mcl1-Bid inh	Bim-Mcl-1	Rac1 mut GTP	Pf gametocyte	HRas wt GTP bind	Cdc42 wt GTP	Rab2 wt GTP
37	O=C1CN(C(=O)COC(=O)C23CC4CC(CC(O)(C4)C2)C3)c2ccccc2N1	95	101	95	16	2	1	94	x	97	97	97
38	Cc1c(C)c2cc(Cl)c(O)c(CN3CCCCC3)c2oc1=O	103	97	106	0	-16	-5	101	x	106	107	105
39	O=C(CN(Cc1ccc(Cl)c(Cl)c1)S(=O)(=O)c1ccccc1)N/N=C\c1ccc2c(c1)OCO2	99	100	98	14	20	-1	99	x	101	99	100
40	CNC(=O)c1ccc(=O)n(Cc2cccc(C(F)(F)F)c2)c1	98	100	96	6	-13	1	93	15	96	98	98
41	CCn1c(SCC(=O)NC2CCCCC2C)nnc1-c1ccc(OC)cc1 (stereo not given)	101	100	105	6	-18	-5	96	7	102	100	99
42	O=C(CSc1nnc2c(Cl)cc(C(F)(F)F)cn12)N(Cc1ccccc1)Cc1ccccc1	98	101	102	-7	-4	-7	99	8	97	98	97
43	CCc1nnc(NC(=O)Cc2c[nH]c3ccccc23)s1	104	100	101	0	-57	-1	95	x	95	97	98
44	Oc1[nH]c2ccccc2c1N=NC(=S)NCC1CCCO1 (stereo not given)	98	103	95	-31	-76	-2	98	-9	97	98	96
45	Cc1ccc(C(C[N+](=O)[O-])c2c(C)[nH]n(-c3ccccc3)c2=O)cc1 (stereo not given)	102	92	106	21	11	-5	98	2	100	100	99
46	Cc1nc2ncnn2c(C)c1CCC(=O)O	98	101	94	13	7	-1	96	x	97	99	95
47	CC(=O)N(c1ccc(Cl)cc1)c1nc(C)cc(C)c1C#N	103	108	98	-1	-12	1	95	8	99	98	97
48	CC(C#N)On1c(SC(C)C#N)nc2ccccc2c1=O (stereo not given)	103	103	106	-13	9	-2	101	-2	103	105	102

# Reprinted from the part before: 3 entries; new compounds follow.
nr	Structure	Rab7 wt GTP bind	RGS8-Gao reg	Rac1 wt modul	Mcl1-Noxa inh	Mcl1-Bid inh	Bim-Mcl-1	Rac1 mut GTP	Pf gametocyte	HRas wt GTP bind	Cdc42 wt GTP	Rab2 wt GTP
46	Cc1nc2ncnn2c(C)c1CCC(=O)O	98	101	94	13	7	-1	96	x	97	99	95
47	CC(=O)N(c1ccc(Cl)cc1)c1nc(C)cc(C)c1C#N	103	108	98	-1	-12	1	95	8	99	98	97
48	CC(C#N)On1c(SC(C)C#N)nc2ccccc2c1=O (stereo not given)	103	103	106	-13	9	-2	101	-2	103	105	102
49	CC(C)(C)c1cc(NC(=O)c2cccc(S(=O)(=O)N3CCOCC3)c2)no1	100	101	107	12	-4	0	101	x	103	103	98
50	CN(C)C(=O)COn1c(SCC(=O)N(C)C)nc2ccccc2c1=O	98	100	103	6	-17	0	100	11	101	100	98
51	CC(C)CCN(CC(=O)NC(C)(C)C)C(=O)C(=O)Nc1ccc2c(c1)OCCO2	102	100	94	-4	-17	0	94	-5	97	95	96
52	Cc1ccc2cccc(S(=O)(=O)N3CCN(c4cccc(Cl)c4)CC3)c2n1	105	100	104	1	-6	-1	101	x	106	106	106
53	COc1ccc(NC(=O)Cc2c[nH]c3ccccc23)cc1S(=O)(=O)N1CCCCC1	100	102	101	8	-90	-5	96	x	98	96	99
54	Nc1ncnc2nc(SCCOc3ccc(Cl)cc3)[nH]c12	97	100	100	20	-9	-3	101	-4	101	100	100
55	CCCCC(C(=O)NC1CCCC1)N(Cc1ccco1)C(=O)Cn1nnc(-c2ccc(F)cc2)n1 (stereo not given)	93	101	100	-11	-15	2	100	10	96	101	95
56	O=C(Cn1cc(C(F)(F)F)ccc1=O)N/N=C/c1cccc(Cl)c1Cl	99	101	103	6	-5	-2	99	19	97	104	94
57	CC(C)Sc1nnc([C@@H]2CCCN2C(=O)OC(C)(C)C)o1	103	104	95	-2	-23	-4	96	-1	101	99	101
58	CCOC(=O)CSC1=C(C#N)C(c2ccccc2C)C2=C(CCCC2=O)N1 (stereo not given)	97	99	100	6	-48	1	98	x	96	98	95
59	CCOc1ccc(/C=N/NC(=O)c2csc(C)c2C)c(OCC)c1	100	113	102	5	9	-3	100	-2	99	100	100

# Arranged by value in Mcl1-Noxa inh (ascending): some entries from above
entry | mol | Rab7 wt GTP bind | RGS8-Gao reg | Rac1 wt modul | Mcl1-Noxa inh | Mcl1-Bid inh | Bim-Mcl-1 | Rac1 mut GTP | HRas wt GTP bind | Cdc42 wt GTP | Rab2 wt GTP
51 | CC(C)CCN(CC(=O)NC(C)(C)C)C(=O)C(=O)Nc1ccc2c(c1)OCCO2 | 102 | 100 | 94 | -4 | -17 | 0 | 94 | 97 | 95 | 96
57 | CC(C)Sc1nnc([C@@H]2CCCN2C(=O)OC(C)(C)C)o1 | 103 | 104 | 95 | -2 | -23 | -4 | 96 | 101 | 99 | 101
49 | CC(C)(C)c1cc(NC(=O)c2cccc(S(=O)(=O)N3CCOCC3)c2)no1 | 100 | 101 | 107 | 12 | -4 | 0 | 101 | 103 | 103 | 98
